# STAT3 inh: IL-6 driven STAT3 reporter inhibitors, primary screen, U3A cells, luciferase, luminescence, MLSCN library. IL-6 STAT3-luciferase reporter; host cell line lacks STAT1. inhibition, % at 5.5 µM. 190,000 compounds, 0.89% hits;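 active = inhibition above the mean inhibition across all screened compounds plus 3 SD, cut at about 44% in these data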;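 note: 0% = DMSO only wells and 100% = 100 µM nifuroxazide control wells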
# STAT1 inh: STAT1 signaling inhibitors, primary screen, cell-based, HTS, luciferase reporter; NIH 3T3 STAT1-luciferase reporter, IFN-gamma, luminescence; inhibition, % at 5.5 µM; 200,000 compounds, 0.35% hits;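 active = inhibition above a set limit, the mean inhibition across all tested compounds plus 3 SD, cut at about 34% in these data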;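 note: 0% = IFN-gamma with DMSO and 100% = IFN-gamma with 300 µM nifuroxazide; values of inactives mirror those of a sister screen read the other way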
# STAT1 activator: STAT1 signaling activators, primary screen, cell-based, HTS, luciferase reporter | NIH 3T3 STAT1-luciferase reporter, IFN-gamma, luminescence; 100% = IFN-gamma alone, no compound | activation (% of control), % at 5.5 µM | 200,000 compounds, 2.6% hits | AID 932, 2007;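 active = activation above the screen-wide mean activation plus 3 SD, cut at about 130% in these data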;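 note: raw ratio to IFN-gamma control signal so 100% means no change and 0% no light; values of inactives mirror those of a sister screen read the other way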
# APP transl inh: inhibitors of APP translation via 5'UTR reporter, primary screen, APP 5'UTR luciferase, SH-SY5Y cells; SH-SY5Y APP 5'UTR-luciferase reporter, luminescence; inhibition, % at 2 µM; 190,000 compounds, 0.82% hits; AID 1285, 2008;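 active = inhibition above a set limit, derived from the sample mean plus 3 SD, cut at about 45% in these data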; note: values of inactives mirror those of a sister screen read the other way
# FLuc stim CS: FLuc activators, initial screening, artefact control for FLuc-dependent activation tests, biochemical, ATPlite luminescence | Luciferin 4-monooxygenase (Photinus pyralis), P08659 | ATPlite luciferase biochemical, 10 min; 0 = ATP-free wells, 1 = DMSO control | activation factor at 10 µM | 200,000 tested, under 10 active | AID 1027, 2008;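 active = luciferase activation factor, scaled between plate controls, of at least 2 with compound at 10 µM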
# Target sequence (P08659 whole entry, looked up): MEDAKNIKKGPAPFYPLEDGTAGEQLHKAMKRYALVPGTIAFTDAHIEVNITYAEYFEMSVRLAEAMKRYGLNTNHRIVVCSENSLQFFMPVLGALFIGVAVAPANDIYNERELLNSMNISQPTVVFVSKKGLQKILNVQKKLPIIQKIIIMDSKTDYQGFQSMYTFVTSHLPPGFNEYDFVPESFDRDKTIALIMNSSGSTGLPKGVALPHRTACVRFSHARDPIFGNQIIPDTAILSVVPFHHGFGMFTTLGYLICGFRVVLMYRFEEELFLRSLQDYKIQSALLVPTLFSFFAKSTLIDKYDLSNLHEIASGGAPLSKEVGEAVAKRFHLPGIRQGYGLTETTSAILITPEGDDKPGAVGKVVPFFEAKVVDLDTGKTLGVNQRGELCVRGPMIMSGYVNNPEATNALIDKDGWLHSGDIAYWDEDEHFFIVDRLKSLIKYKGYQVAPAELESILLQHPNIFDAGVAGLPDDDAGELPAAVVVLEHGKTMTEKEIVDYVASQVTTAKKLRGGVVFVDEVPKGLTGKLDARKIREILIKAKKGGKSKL
#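 System: Luciferase/luciferin detection reagent, cell-free biochemical luciferase assay | Medium: PBS buffer for ATP | Dosing: Test compounds dosed from 2 mM stocks in 100% DMSO | Timing: 10 min at ambient temperature | Signal: Luminescence measurement of luciferase light output | Evaluation: Luciferase activation, seen as luminescence increase over controls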
# FLuc inhib CS: firefly luciferase enzyme inhibitors, primary screen, artefact control for luciferase-based inhibitor screens, biochemical, luminescence, ATPLite; 200,000 compounds, 1.5% hits; inhibition, % at 10 µM; 10 min; AID 1006, 2008; Luciferin 4-monooxygenase (Photinus pyralis), P08659;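 active = inhibition above about 50% when tested at 10 µM, limit read from the data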
# STAT3 activator: IL-6 driven STAT3 reporter potentiators, primary screen, U3A cells, luciferase, luminescence, MLSCN library; IL-6 STAT3-luciferase reporter; 100% = signal with IL-6 EC80 alone; activation (% of control), % at 5.6 µM; 190,000 compounds, 0.91% hits; AID 871, 2007;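 active = activation above the screen-wide mean of compound activation plus 3 SD, cut at about 130% in these data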;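 note: 0% = background luminescence of wells with medium and substrate only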
#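 Material: STAT1-lacking human U3A cells, STAT3 luciferase reporter | Benchmarks: IL-6-only wells as 100% reference | Probe or stimulus: IL-6 (33 ng/mL) | Timing: Compound 1 h, then IL-6 6 h at 37 °C | Detection: Luminescence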
# ROMK primary: ROMK potassium channel modulators, primary screen, cell-based, thallium flux, MLSMR library | ATP-sensitive inward rectifier potassium channel 1 (Homo sapiens), P48048 | Tet-inducible ROMK, thallium flux fluorescence; actives lie on both sides | B-score at 10 µM | 130,000 compounds, 2% hits;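 active = signal ratio slope over the read window, or its plate-corrected B-score, at least 3 SD from the plate mean, either direction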;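 note: B-score of the F/F0 ratio slope over 7 to 12 s after thallium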
# Target sequence (P48048 whole entry, looked up): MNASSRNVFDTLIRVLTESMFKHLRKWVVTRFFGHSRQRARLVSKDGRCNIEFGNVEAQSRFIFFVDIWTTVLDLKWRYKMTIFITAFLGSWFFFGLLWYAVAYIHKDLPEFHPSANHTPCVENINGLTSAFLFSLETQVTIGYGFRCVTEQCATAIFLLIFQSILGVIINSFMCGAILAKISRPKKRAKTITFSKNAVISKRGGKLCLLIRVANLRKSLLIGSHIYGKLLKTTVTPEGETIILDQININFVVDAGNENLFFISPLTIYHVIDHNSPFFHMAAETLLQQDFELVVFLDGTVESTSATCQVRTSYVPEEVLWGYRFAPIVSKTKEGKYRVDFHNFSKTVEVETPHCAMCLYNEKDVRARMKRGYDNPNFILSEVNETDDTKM
# APP 5'UTR act: activators of APP 5'UTR luciferase reporter, primary screen, SH-SY5Y cells; SH-SY5Y APP 5'UTR luciferase reporter, luminescence; zero percent = DMSO vehicle wells; activation, % at 2 µM; 190,000 compounds, 1% hits;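 active = activation above a set limit, based on mean plus 3 SD of controls, cut at about 140% in these data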; note: values of inactives mirror those of a sister screen read the other way
# NF-kB neuron act: activators of NF-kB expression in neurons, primary screen, cell-based, HTS; fold change at 12.5 µM; 190,000 compounds, 1.6% hits; human neuronal cells, NF-kB reporter expression; active compounds read high; in the data active = fold change above about 3.3
# * marks the source's active call; other numbers are inactive results; . = no result given.
SMILES,STAT3 inh,STAT1 inh,STAT1 activator,APP transl inh,FLuc stim CS,FLuc inhib CS,STAT3 activator,ROMK primary,APP 5'UTR act,NF-kB neuron act
Cc1ccc(C)c(NC(=O)COC(=O)CC2c3ccccc3CCN2S(=O)(=O)c2ccc(F)cc2)c1 (configuration not stated),3.7,5.4,95.0,3.6,1.1,-5.6,104.5,-0.285,-3.6,0.97
CCCC(NC(=O)c1ccco1)c1nc2ccccc2[nH]1 (configuration not stated),19.2,2.8,97.5,-10.8,1.1,-5.9,89.7,0.00248,10.8,1.1
O=C(NC1CCCc2ccccc21)C1CCN(c2c3c(nc4ncnn24)CCC3)CC1 (configuration not stated),1.2,5.5,95.0,-3.0,1.1,-5.9,98.6,0.342,3.0,0.81
COc1ccc(/C=C/c2nnc(NC(=O)COc3cccc(C)c3)s2)cc1,0.0,-0.8,100.7,-15.7,1,-3.9,95.8,.,15.7,1.34
S=c1[nH]cnc2scc(-c3ccc(Br)cc3)c12,7.9,2.2,96.6,-7.2,1,-4.9,95.2,1.68,7.2,0.82
CCn1c(=O)c2c(O)cc(=O)oc2c2ccccc21,2.3,-3.1,102.8,-6.1,1,-4.5,99.3,.,6.1,1.01
COc1ccc(-n2c(C)c(C(C)=O)c(C(C)=O)c2C)cc1,3.8,7.5,93.1,.,1.1,-6.6,102.8,-0.242,.,0.84
O=C(c1ccc(Oc2ccc([N+](=O)[O-])cc2Cl)cc1)N1CCCC1,7.5,11.8,87.5,8.9,1.1,-6.4,96.8,-1.28,-8.9,1.14
CCOc1ccccc1NC(=O)c1oc2ccccc2c1NC(=O)C1CCCO1 (configuration not stated),5.1,-18.5,114.8,-3.2,1,-2.5,100.0,.,3.2,.
COc1ccc(-n2c(C)ccc2C)c([N+](=O)[O-])c1,-7.1,2.3,96.1,-9.1,1,-4.9,108.0,0.945,9.1,0.86
CCn1nnnc1SCC(=O)NNC(=O)C1CCCCC1,9.7,3.4,97.0,6.0,1.1,-8.8,94.4,.,-6.0,1.1
Cc1cc(C)c2c(c1)cc(C)c1nnc(SCC(=O)Nc3ccc(S(=O)(=O)N4CCCCC4)cc3)n12,-0.1,7.9,93.0,1.5,1,-2.4,99.3,.,-1.5,1.01
CNc1cc(N2CCCC2)ccc1[N+](=O)[O-],16.4,-6.5,105.1,-39.3,1,-2.9,95.0,-0.864,39.3,1.08
CCN(CC)S(=O)(=O)c1cccc(NC(=O)COC(=O)c2cc(=O)c3ccccc3o2)c1,-3.7,-0.5,99.0,-6.4,1,0.3,107.1,1.24,6.4,1.12
O=C1c2ccccc2C(O)(c2ncc[nH]2)N1C1CCCCC1 (configuration not stated),-5.1,-4.7,104.3,10.4,1,-1.8,108.4,-0.0285,-10.4,1.17
Cn1cccc1Cc1nnc(SCC(=O)Nc2ccccc2F)n1CCc1ccccc1,-1.3,-1.7,101.5,0.0,1,-2.7,105.5,.,0.0,1.02
COc1ccc2c(c1)CC/C2=N\OC(=O)c1ccccc1C,12.7,-66.2,159.3*,-152.6,0.3,74.7*,91.1,-0.143,152.6*,5.9*
O=C(COC(=O)c1cc(Cl)ccc1Cl)NCCN1C(=O)CSC1=O,3.4,2.3,97.9,-12.4,1,-2.0,100.4,0.147,12.4,1.52
Cc1nc2cc(-c3cccs3)[nH]n2c(=O)c1C,-1.5,-21.5,119.7,-17.8,.,.,103.9,-0.102,17.8,1.64
C=CCNC(=S)/N=c1/scc(C)n1C,5.3,-13.0,111.8,-28.3,1,-1.3,98.6,-1.02,28.3,1.34
Cc1ccc(C(NC(=O)c2ccccc2)C(Cl)Cl)cc1 (configuration not stated),15.7,1.9,98.3,-13.8,1.1,-5.3,85.5,-1.93,13.8,0.98
COc1cc(OC)cc(C(=O)Nc2ccc(S(=O)(=O)Nc3cc(C)on3)cc2)c1,20.2,2.3,97.9,8.5,1.1,-9.1,83.8,.,-8.5,1.23
Cc1ncccc1C(=O)N1CCCC(C(=O)c2ccc3c4c(cccc24)CC3)C1 (configuration not stated),-4.1,17.4,82.9,-3.3,1,1.3,104.4,0.466,3.3,0.67
COc1ccc(/C=C/C(=O)NC(=S)NNC(=O)c2c(-c3ccccc3)noc2C)cc1,5.2,-0.3,100.3,13.8,1.1,-7.4,94.4,-0.711,-13.8,1.44
O=C(Nc1ncn[nH]1)c1ccc(S(=O)(=O)N2CCOCC2)cc1,1.3,-11.7,107.9,1.5,1.1,-5.8,103.0,0.0791,-1.5,0.9
COC(=O)c1ccc(N2CCC(c3cc(-c4ccc(OC)cc4)n[nH]3)CC2)c([N+](=O)[O-])c1,10.8,-3.6,103.2,-7.6,1,-2.3,92.7,.,7.6,0.74
C=CCNc1scc(-c2ccccc2)[n+]1CC=C,4.7,9.0,91.5,-15.6,1.1,-5.9,97.8,-2.29,15.6,1.37
Cc1ccc(C(=O)Nc2ccc(S(=O)(=O)N3CCN(C)CC3)cc2)o1,-0.4,1.2,100.2,-9.1,1,-4.8,104.0,0.608,9.1,1.23
O=C(NC1CCCc2ccccc21)C1CCN(S(=O)(=O)c2cccc(C(F)(F)F)c2)CC1 (configuration not stated),1.0,-1.0,100.9,-6.8,1,2.4,101.5,.,6.8,0.78
COc1cc(C2CC(=O)n3c(nc4ccccc43)S2)cc(OC)c1OC (configuration not stated),10.8,5.0,95.4,-9.6,1,2.8,93.5,0.0437,9.6,1.07

# Overlap with the part before: 2 entries; new compounds follow.
SMILES,STAT3 inh,STAT1 inh,STAT1 activator,APP transl inh,FLuc stim CS,FLuc inhib CS,STAT3 activator,ROMK primary,APP 5'UTR act,NF-kB neuron act
O=C(NC1CCCc2ccccc21)C1CCN(S(=O)(=O)c2cccc(C(F)(F)F)c2)CC1 (configuration not stated),1.0,-1.0,100.9,-6.8,1,2.4,101.5,.,6.8,0.78
COc1cc(C2CC(=O)n3c(nc4ccccc43)S2)cc(OC)c1OC (configuration not stated),10.8,5.0,95.4,-9.6,1,2.8,93.5,0.0437,9.6,1.07
CC1CCN(c2ccc(N3C(=O)C4CCCCC4C3=O)cc2[N+](=O)[O-])CC1 (configuration not stated),9.6,-0.5,100.4,-14.1,1,-1.4,95.0,0.0206,14.1,1.18
O=c1[nH]c2cc3c(cc2cc1CN(Cc1nnnn1CC1CCCO1)C1CCCCC1)OCO3 (configuration not stated),-4.4,3.2,97.1,-6.0,1.1,-5.0,107.5,-1.4,6.0,1.4
CCCNC(=S)N1CCC(C(=O)c2ccc(OC)cc2)CC1,14.0,-4.7,104.2,60.1*,1.1,-5.6,90.2,.,-60.1,0.86
COc1ccc(OC)c2[nH]c(=O)c(CCNC(=O)CC(C)C)cc12,8.2,-1.5,101.4,-2.6,1,-1.9,95.9,.,2.6,1.01
O=C(NNC(=O)c1ccc(NC(=O)c2ccccc2)cc1)Nc1ccccc1,6.3,-17.4,114.1,-11.5,1,3.2,97.8,0.245,11.5,0.87
O=C1/C(=C\c2cccnc2)SC(=S)N1C1CCS(=O)(=O)C1 (configuration not stated),21.6,-6.1,105.4,-7.9,1,-1.2,90.0,.,7.9,2.14
S=c1[nH]nc(-c2ccncc2)n1Cc1ccco1,-0.3,-1.6,103.2,-14.0,1,-2.5,103.0,0.245,14.0,0.91
Cc1nc2c(c(-c3ccccc3)c1C#N)C(=O)c1ccccc1-2,23.5,5.4,95.1,-15.0,1,-4.5,83.0,.,15.0,1.02
O=C1NC(NS(=O)(=O)c2ccccc2)(C(F)(F)F)C(=O)N1Cc1cccnc1 (configuration not stated),6.1,6.4,94.2,6.2,1,-3.7,97.1,-1,-6.2,0.97
COC(=O)CSc1nnc(CNC(=O)c2cccs2)n1-c1cccc(C)c1,14.2,5.6,94.9,-12.8,1.1,-5.0,92.4,.,12.8,1.12
CCSc1nnc(-c2cccc(S(=O)(=O)N(C)C)c2)n1-c1cc(OC)ccc1OC,-0.5,1.7,98.5,9.2,1.1,-5.9,107.1,.,-9.2,1.47
O=C1NC2=C(CCc3ccccc32)C(c2ccc(Br)cc2)N1 (configuration not stated),3.0,-3.4,103.2,1.6,1,-3.4,101.3,-0.215,-1.6,1.05
CCCOc1cccc(C(=O)Nc2ccc(Br)cc2F)c1,-8.0,-39.2,135.9*,-128.4,0.9,9.7,107.8,1.5,128.4,2.52
C/C(=N\NC(=O)C1CC1)c1ccc2c(c1)OCCO2,6.4,0.6,98.4,4.4,0.9,6.2,96.0,0.116,-4.4,2.04
CCOC(=O)c1ccc(N2CN(C3CCCCC3)CNC2=S)cc1,3.2,-0.4,99.9,5.7,1.1,-8.3,98.4,0.295,-5.7,0.93

# 2 of these compounds, reformatted.
> CCn1c(=O)c2c(O)cc(=O)oc2c2ccccc21
  STAT3 inh: 2.3	STAT1 inh: -3.1	STAT1 activator: 102.8	APP transl inh: -6.1	FLuc stim CS: 1	FLuc inhib CS: -4.5	STAT3 activator: 99.3	ROMK primary: .	APP 5'UTR act: 6.1	NF-kB neuron act: 1.01

> COc1ccc(-n2c(C)c(C(C)=O)c(C(C)=O)c2C)cc1
  STAT3 inh: 3.8	STAT1 inh: 7.5	STAT1 activator: 93.1	APP transl inh: .	FLuc stim CS: 1.1	FLuc inhib CS: -6.6	STAT3 activator: 102.8	ROMK primary: -0.242	APP 5'UTR act: .	NF-kB neuron act: 0.84

# Next section
SMILES,STAT3 inh,STAT1 inh,STAT1 activator,APP transl inh,FLuc stim CS,FLuc inhib CS,STAT3 activator,ROMK primary,APP 5'UTR act,NF-kB neuron act
O=C(COC(=O)c1cccs1)NCC1CCCO1 (configuration not stated),6.7,-6.3,105.8,15.9,1.1,-5.2,99.5,.,-15.9,1.27
COc1ccccc1C(=O)Nc1ccc(Cc2ccncc2)cc1,5.6,-0.5,102.7,-5.4,1,3.4,93.6,-1.62,5.4,1.25
CCN1CCN(S(=O)(=O)c2ccc(Cl)c(C(=O)NC(C)(C)C)c2)CC1,2.4,-3.1,103.1,-6.7,1,-1.3,105.4,0.514,6.7,0.95
CCN(CC)CC(=O)Nc1ccc2c(c1)Nc1ccccc1CC2,-16.3,7.0,93.6,-22.2,1.1,-7.0,117.9,0.0162,22.2,1.34
COc1ccc(NC(=O)C2CC(=O)OC2(C)C)cc1 (configuration not stated),1.8,-0.7,100.6,-5.7,1.1,-6.4,100.1,.,5.7,0.98
Cn1nc2c(c1C(=O)O)CCCC2,2.5,4.5,99.2,-4.7,1.1,-7.7,99.1,0.86,4.7,1.17
CSCCC(NS(=O)(=O)c1ccccc1F)C(=O)OCc1ccccc1Cl (configuration not stated),-1.9,-5.4,104.8,-10.8,1.1,-5.3,103.7,.,10.8,0.81
CCN(CC(=O)NC1CCS(=O)(=O)C1)C(=O)C(c1ccccc1)c1ccccc1 (configuration not stated),4.5,9.9,100.4,-19.3,1,-2.9,98.9,0.0216,19.3,1
CCNC(=O)NC(=O)C(C)Sc1ccc2c(c1)OCCO2 (configuration not stated),1.1,-1.7,101.5,-12.3,1.1,-6.7,102.9,1.18,12.3,0.91
